# Screening data deposited in PubChem by The Scripps Research Institute Molecular Screening Center.
# ARFGAP1 inhibitor: inhibits rat ARF GTPase activating protein 1; Q62848; inhibition, % at 16.5 µM; Arfgap1-stimulated ARF1 GTP hydrolysis, GDP FP detection; 0.26% of 360,000 active;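 active = inhibition above a per-plate limit, mean inhibition of low control wells plus 3 SD, cut at about 25% in these data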;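 note: 0% = DMSO wells with enzyme and 100% = wells lacking Arfgap1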
#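 Repeats: one replicate per compound; assay system: rat Arfgap1 catalytic domain, aa 1-136; times: enzyme reaction 120 min at 25 °C after 20 min preincubation; detection: FP of antibody-bound GDP Alexa 633 tracer, ex 620/em 688 nm; benchmarks: high control wells lacking Arfgap1, low control full reaction with DMSO; reagent: human ARF1(Δ1-17)-GTP substrate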
# DDE Tn7 FP inh: disrupts Tn7 cyclic peptide binding to fibrin D-Dimer-E complex; FP displacement of FITC-Tn7 peptide from fibrin DD(E); 0% = median of compound wells per plate; 0.13% of 370,000 active; inhibition, % at 8.3 µM; P02675;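 active = inhibition above the mean of compounds falling within the control limits plus 3 SD of them, cut at about 14% in these data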;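 note: 0% = plate median of compound wells and 100% = 10 µM Aha-Tn7 peptide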
#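 Assay system: human fibrin DD(E). Input: DD(E) 2 µM final. Medium: Tris buffer with calcium and detergent, pH 7.8. Compound dosing: single point at 8.3 µM. Timing: 10 min plus 3 h, room temperature. Technique: fluorescence polarization of the labelled Tn7 tracer. Read-out: percent inhibition. Replicates: singlicate testing.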
# DDE Tn6 FP inh: inhibitors of Tn6 peptide binding to human fibrin DD(E); Fibrin DD(E) TRITC-Tn6 fluorescence polarization displacement; inhibition, % at 8.3 µM; 0.21% of 370,000 active;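 active = inhibition above a per-campaign cutoff: mean of compounds within control limits plus 3 SD, cut at about 15% in these data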;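 note: 0% = median of all compound wells on the plate and 100% = blocking peptide control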
# PLC-gamma1 inh: inhibitors of human phospholipase C gamma1; purified PLC-gamma1, fluorogenic substrate, fluorescence; inhibition, % at 12.2 µM; 0.84% of 370,000 active; AID 720700; in the data active = inhibition above about 9.5%
# ADAM17 inh: inhibits human ADAM17. inhibition, % at 6.95 µM. P78536. 0.83% of 370,000 active. recombinant ADAM17, EDANS/DABCYL FRET peptide cleavage;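 active = inhibition above the mean of compounds lying between control limits plus 3 SD, set per campaign, cut at about 8.5% in these data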;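 note: 0% = DMSO-only wells as the low control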
# TDP2 absorb: blocks human TDP2 phosphodiesterase activity; O95551; recombinant TDP2, T5PNP hydrolysis, p-nitrophenol absorbance 415 nm; inhibition, % at 12.8 µM; 0.34% of 370,000 active;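 active = inhibition above the mean of all tested compounds plus 3 SD, set per campaign, cut at about 25% in these data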;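 note: 0% = DMSO with enzyme and 100% = buffer with substrate but no TDP2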
#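 System – recombinant human TDP2 · Quantity – TDP2 enzyme at 120 nM final · Doses – single concentration, 12.8 µM nominal, with 1% DMSO · Incubation – 2 h at 37 °C · Measured by – epi absorbance of p-nitrophenol freed from T5PNP by hydrolysis · Read-out – % inhibition relative to enzyme-containing and enzyme-free wells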
# ADAM10 inh: ADAM10 inhibition, QFRET primary screen; O14672; recombinant ADAM10, EDANS/DABCYL FRET peptide cleavage, 3 h; inhibition, % at 7 µM; 0.62% of 370,000 active; AID 720582;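 active = inhibition above a per-campaign cutoff equal to the mean of compounds falling between control-based bounds plus 3 SD, cut at about 20% in these data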;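 note: 0% = DMSO wells while the 100% control is not disclosed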
# ASAP1 GAP inh: blocks human ASAP1-stimulated Arf1 GTP hydrolysis; AID 624377; GDP FP detection; Q9ULH1; 0.19% of 360,000 active; inhibition, % at 16.5 µM; in the data active = inhibition above about 25%;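 note: 0% = vehicle with enzyme and substrate and 100% = no enzyme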
# SIAE primary: inhibitors of human sialic acid acetylesterase SIAE | Q9HAT2 | SIAE FP-Rh probe binding, fluorescence polarization | inhibition, % at 9.66 µM | 0.69% of 370,000 active | AID 1053197;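 active = inhibition above a cutoff: mean of compounds within the control limits plus 3 SD of those, cut at about 17% in these data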;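 note: 0% = plate median of compound wells and 100% = probe without SIAE protein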
# PLC-beta3 inh: PLC-beta3 (human) inhibition, primary screen. Q01970. Purified PLC-beta3, fluorogenic substrate, fluorescence. inhibition, % at 12.2 µM. 0.18% of 370,000 active; in the data active = inhibition above about 11%;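 note: 0% = median of compound wells on plate and 100% = full blocker control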
# Active calls of the source: *; . = no result given.
TDP2 absorb	DDE Tn6 FP inh	PLC-gamma1 inh	SIAE primary	ADAM17 inh	ASAP1 GAP inh	PLC-beta3 inh	DDE Tn7 FP inh	ADAM10 inh	ARFGAP1 inhibitor	structure
-6	-5	3	-4	-5	-8	-1	7	7	6	CC(C)(C)NC(=O)Cn1cc(C#N)c2cc(Br)ccc21
-5	-3	-2	-6	-2	-9	-2	2	-11	9	COc1ccc(C2CC(=O)C=C(NCCC(C)C)C2)cc1 (configuration not stated)
20	5	-1	-2	-1	11	-4	-4	-8	-7	CCOC(=O)C1CCN(C(=O)c2ccc3c(c2)S(=O)(=O)c2ccccc2C3=O)CC1
-2	-4	0	3	0	-9	-4	6	1	3	CCCCn1c(CN2CCN(c3cccc(Cl)c3)CC2)nc2c1c(=O)[nH]c(=O)n2C
7	13	-3	5	-4	0	-10	5	-1	-11	Cc1cc(C(=O)CN2C(=O)C(=O)N(C)C2=O)c(C)n1-c1cccc(S(=O)(=O)N2CCOCC2)c1
-8	-3	7	-3	-4	-1	-4	4	-4	0	Cc1ccc(OCC(=O)Nc2ccc(S(=O)(=O)N3CCCC3)cc2)cc1
3	-3	2	-4	1	10	0	-3	-3	8	Nn1c(COc2ccccc2F)nnc1SCC(=O)NC1CCS(=O)(=O)C1 (configuration not stated)
-6	6	4	-4	-2	10	-2	-1	1	-3	NS(=O)(=O)c1ccc(CCNC(=O)c2ccc(Cl)c(S(=O)(=O)N3CCCCCC3)c2)cc1
-7	-2	1	1	0	3	-8	-3	-5	4	COc1ccc(CNC(=O)CN(c2ccc(OC)cc2)S(=O)(=O)c2c(C)[nH]c(=O)[nH]c2=O)cc1
-14	-1	4	-1	3	-2	6	-4	0	20	COC(=O)[C@]1(C)N[C@H](CN(C)C(=O)c2ccc(C(C)(C)C)cc2)[C@@H]2C(=O)N(C)C(=O)[C@@H]21
-2	-1	-2	2	-3	-1	-4	-1	-3	7	N/C(=N\OC(=O)COc1ccc(Cl)cc1)c1cccnc1
-1	-1	-18	0	-13	-2	-14	-1	-39	8	COc1ccc2c(c1)c1nc3n(c(=O)c1n2CC(=O)Nc1ccccc1)CCCS3
3	-5	0	1	2	.	2	0	17	.	CN(CCO)c1ccc2c(c1)Oc1ccccc1CN(Cc1cn(Cc3cccc(C(F)(F)F)c3)nn1)S2(=O)=O
-11	6	4	4	1	1	1	-1	4	-9	O=C(c1ccc(C#CC2(O)CCCCC2)cc1)N1CCOCC1
6	-9	-5	-4	-3	7	-5	0	8	-5	Cc1cccc2cc(C#N)c(SCC(=O)Nc3ccccc3N3CCOCC3)nc12
7	-1	0	-2	-1	-1	-1	2	-5	6	N#CCCn1cc(/C=N/NC(=O)c2ccncc2)c(-c2ccc(F)cc2)n1
-18	2	6	5	0	-4	5	-2	1	-21	CCOC(=O)Cn1c(=O)c2c(nc3n2CCCN3CCc2ccccc2)n(C)c1=O
19	-1	0	4	-5	1	-9	2	-10	-4	COc1ccc(CSc2nnc(C)s2)cc1F
5	-3	6	5	3	9	5	4	-4	4	COc1ccccc1C(NC(=O)C1CCN(CCOc2ccccc2)CC1)c1ccccn1 (configuration not stated)
9	-1	-5	8	-5	0	-2	-4	-4	3	COc1ccc(NS(=O)(=O)c2cc(C(=O)O)ccc2C)cc1

# Part of the list above in a different format.
molecule	TDP2 absorb	DDE Tn6 FP inh	PLC-gamma1 inh	SIAE primary	ADAM17 inh	ASAP1 GAP inh	PLC-beta3 inh	DDE Tn7 FP inh	ADAM10 inh	ARFGAP1 inhibitor
CCCCn1c(CN2CCN(c3cccc(Cl)c3)CC2)nc2c1c(=O)[nH]c(=O)n2C	-2	-4	0	3	0	-9	-4	6	1	3
Cc1cc(C(=O)CN2C(=O)C(=O)N(C)C2=O)c(C)n1-c1cccc(S(=O)(=O)N2CCOCC2)c1	7	13	-3	5	-4	0	-10	5	-1	-11
Cc1ccc(OCC(=O)Nc2ccc(S(=O)(=O)N3CCCC3)cc2)cc1	-8	-3	7	-3	-4	-1	-4	4	-4	0

# Later entries.
TDP2 absorb	DDE Tn6 FP inh	PLC-gamma1 inh	SIAE primary	ADAM17 inh	ASAP1 GAP inh	PLC-beta3 inh	DDE Tn7 FP inh	ADAM10 inh	ARFGAP1 inhibitor	structure
-1	1	0	-9	-2	-16	-9	6	1	8	COc1nccnc1NS(=O)(=O)c1ccc(NCc2cc(Br)ccc2O)cc1
20	-2	1	1	-4	12	-3	2	4	2	O=C(CN1C(=O)COc2ccc(S(=O)(=O)N3CCCC3)cc21)NCc1ccccn1
8	-3	0	10	2	-4	0	2	2	-4	COC(=O)c1cc(Br)c(=O)n(CCc2ccc(F)cc2)c1
-8	5	-2	-5	-8	7	-2	-5	-13	-3	COc1cc(O)c(C(CC(=O)N2CCCCC2)c2cc(OC)c(OC)c(OC)c2)c(OC)c1 (configuration not stated)
-5	5	0	6	1	-2	1	-9	3	8	Clc1ccccc1COc1ccccc1-c1nnco1
0	-2	-25	-6	1	4	-46	2	-2	9	Nc1nonc1-n1nnc(C(=O)N/N=C/c2ccc3c(c2)OCO3)c1-c1ccccc1
1	-2	1	1	3	-15	-3	2	5	7	ClCC1CSC(=NC23CC4CC(CC(C4)C2)C3)O1 (configuration not stated)
-5	7	-1	-3	0	-7	-4	-4	-3	4	O=C(CCCC(=O)Nc1ccccc1Br)N/N=C/c1c(F)cccc1Cl
-11	-3	9.8*	5	-2	-1	-3	-3	-18	-1	Cc1cc(C)cc(N(CCC#N)C(=O)CSc2nc3ccccc3c(=O)[nH]2)c1
-9	8	0	-2	0	8	-8	-4	2	-11	COc1ccccc1-c1nn(-c2ccccc2)cc1C(=O)N1CCc2ccccc2C1
3	8	-1	-3	-1	-2	-6	5	2	11	C=C1CCC[C@]2(C)C[C@H]3OC(=O)C(CN4CCOCC4)[C@H]3C[C@@H]12 (some centres not stated)
6	2	-2	5	-3	-4	-2	0	-1	-10	CCc1c(C)c2nncn2[nH]c1=O
-7	-6	0	2	-1	1	-8	3	-2	4	CCCCOc1cccc(C(=O)N(Cc2ccccc2)C2CCS(=O)(=O)C2)c1 (configuration not stated)
-2	-11	-285	-71	-12	17	-302	-5	-44	18	COc1cccc(Nc2nc(-c3cccs3)nc3ccccc23)c1
1	7	1	-2	-1	-5	-3	9	-6	11	COc1ccc(-c2cccc([C@H]3[C@@H]4C=CC[C@@H](C)[C@@H]4C(=O)N3Cc3ccccc3)c2)cc1
-3	6	-31	12	-10	-3	-27	0	-27	-9	Cc1cc(NC(=O)CSc2ccc3nnc(-c4cccc(F)c4)n3n2)no1
6	1	1	4	1	-2	2	-2	7	3	C/C(=N\O)C1(C)N(O)C(C)(C)C(c2ccc(F)cc2)=[N+]1[O-] (configuration not stated)
-7	3	-1	-1	1	-2	7	-6	6	10	COC(=O)C1=C(C)N(Cc2ccc(C(F)(F)F)cc2)C(=NCc2ccccc2)NC1c1cccc(C(F)(F)F)c1 (configuration not stated)
6	7	1	-5	0	1	1	-5	-4	-17	COCCNC(=S)NC(=O)CC12CC3CC(CC(C3)C1)C2
-1	0	-22	4	-11	-8	-38	7	-14	-9	CCC(C)NCC(=O)Nc1ccc([N+](=O)[O-])cc1C(=O)Nc1ccccc1F (configuration not stated)
3	1	-2	5	-3	-6	-7	-4	-3	-16	CN=c1sc(C(=O)Nc2ccccc2)c(C)n1C
13	-1	-4	-5	-3	6	1	12	-3	-10	COc1ccc(NC(=O)CC2(CC(=O)O)CCCC2)cc1
3	-4	0	1	1	-14	2	0	2	8	Cc1ccc(S(=O)(=O)N2CCCCC2C(=O)O)cc1 (configuration not stated)
9	-2	-1	-10	-7	-1	-2	8	-7	6	O=C(COc1ccc(Cl)cc1Cl)Nc1noc2ccccc12
9	-1	-4	4	-4	-11	0	6	1	-10	Nc1nnc(SCc2ccc(F)cc2)s1
4	-1	-1	-4	1	.	-1	1	4	.	O=C(OCC#CCSc1nnc(-c2ccc3ccccc3c2)o1)c1cccs1
5	2	0	1	3	-15	-1	4	-7	-5	CCOc1ccc(NC(=O)CC2C(=O)N(c3ccc(OC)cc3)C(=O)N2Cc2ccc(OC)cc2)cc1 (configuration not stated)
0	2	1	9	-5	12	0	1	-16	-12	O=C(CCl)NC1(C(=O)O)CCCC1
-10	-1	-2	8	3	2	-9	0	0	11	Cc1ccc(C(C)C)c(OCC(=O)NNC(=O)C2CSC3(C)CCC(=O)N23)c1 (configuration not stated)
10	0	-2	3	-4	4	-9	-1	-10	-11	COc1ccc(CCN(C)C(=O)c2ccc(COc3ccccc3)o2)cc1OC
-1	8	4	1	1	6	4	4	3	4	CC(C)(C)NS(=O)(=O)c1ccc(CCC(=O)N2CCCC2)cc1
1	-4	-12	0	-11	-3	-12	-2	-33	-2	COc1ccc2c(c1OC)C(=O)N(C(C)C(=O)O)C2=O (configuration not stated)
3	-5	2	-1	5	7	1	1	3	-6	CCN(CC)C(=O)[C@H]1CC(CC(=O)NCC23CC4CC(CC(C4)C2)C3)C(=O)N2CCc3c([nH]c4ccc(OC)cc34)[C@]12C (some centres not stated)
1	-1	2	7	2	-9	4	-2	2	4	C(=N\N1CCOCC1)/c1cccs1
-1	-4	-1	2	-5	10	0	-5	0	-5	Cc1cc(C)n2nc(C(=O)OCCOc3ccc(Br)cc3)nc2n1
-1	7	0	3	-6	5	-7	1	-9	2	COc1ccc2nc(NC(=O)CSc3nnc(C)n3N)sc2c1
2	-1	4	-6	0	-9	-9	-2	8	8	CC(C)(C)C(=O)Nc1cc(NC(=O)C(C)(C)C)cc(C(=O)Nc2c[nH]c(=O)[nH]c2=O)c1
5	7	4	-5	-2	1	6	-3	2	5	CCOC(=O)c1cccc(NC(=O)/C=C/c2cccc([N+](=O)[O-])c2)c1
-10	4	-174	6	-44	7	-224	-6	-154	-6	N#CC1=C(N)OC2=C(CC/C2=C\c2ccccc2)C1c1ccccc1 (configuration not stated)
-3	5	-4	-5	-2	-9	2	5	6	13	c1cc(-c2cn(C[C@H]3CC[C@@H]([C@@H]4CC[C@H](Cn5cc(-c6ccsc6)nn5)O4)O3)nn2)cs1
11	-1	-7	-9	-4	-12	-8	0	-7	-3	CCc1ccc(S(=O)(=O)c2nnn3c2nc(NCCNC(C)=O)c2ccccc23)cc1
